# FadD28 binding = inhibitors of FadD28 bisubstrate probe binding, primary screen, biochemical, fluorescence polarization, single point | inhibition, % at 12.5 µM | actives 0.22% (n = 360,000); in the data active means inhibition above about 8.5%, passing the limit was not always enough; inconclusive means no clear call, values can overlap the other calls
# BioA inh = M. tuberculosis BioA enzyme inhibitors, primary screen, biochemical, plate reader, single point, HTS; 7,8-diaminopelargonic acid synthase BioA (Mycobacterium tuberculosis); purified M. tuberculosis BioA enzyme; inhibition, % at 9.99 µM; actives 0.096% (n = 360,000); AID 602481, 2012; in the data active means inhibition above about 40%; inconclusive means no clear call, values can overlap the other calls
# BoNT F protease = BoNT/F light chain protease inhibitors, primary screen, biochemical, flow cytometry, MLPCN library. Botulinum neurotoxin type F light chain protease (Clostridium botulinum). Multiplex microsphere protease cleavage assay. inhibition, % at 10 µM. actives 0.22% (n = 360,000). AID 588497, 2011; in the data active means inhibition above about 35%, passing the limit was not always enough; inconclusive means no clear call, values can overlap the other calls; further: plate controls were buffer without enzyme for full effect and enzyme alone for no effect
# MazF activator = activators of E. coli MazEF toxin-antitoxin RNase, primary screen, biochemical, fluorescence, uHTS. FAM/BHQ RNA-DNA oligo cleavage fluorescence, 5 h. activation, % at 20 µM. actives 0.32% (n = 350,000). AID 504720, 2011; in the data active means activation above about 50%
# Target sequence (P0AE70 whole entry, looked up): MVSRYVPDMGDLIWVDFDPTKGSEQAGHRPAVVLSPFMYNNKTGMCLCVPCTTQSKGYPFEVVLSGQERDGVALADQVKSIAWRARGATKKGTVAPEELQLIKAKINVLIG
# Rv3671c protease = Rv3671c serine protease inhibitors, primary screen, biochemical, fluorescence polarization, M. tuberculosis H37Rv; P9WHR9; inhibition, % at 5.96 µM; actives 0.048% (n = 320,000); in the data active means inhibition above about 38%;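 further: extracellular domain of Rv3671c used as enzyme; 0% = enzyme with DMSO and 100% = no enzyme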
# Target sequence (P9WHR9 whole entry, looked up, the tested form may be a part): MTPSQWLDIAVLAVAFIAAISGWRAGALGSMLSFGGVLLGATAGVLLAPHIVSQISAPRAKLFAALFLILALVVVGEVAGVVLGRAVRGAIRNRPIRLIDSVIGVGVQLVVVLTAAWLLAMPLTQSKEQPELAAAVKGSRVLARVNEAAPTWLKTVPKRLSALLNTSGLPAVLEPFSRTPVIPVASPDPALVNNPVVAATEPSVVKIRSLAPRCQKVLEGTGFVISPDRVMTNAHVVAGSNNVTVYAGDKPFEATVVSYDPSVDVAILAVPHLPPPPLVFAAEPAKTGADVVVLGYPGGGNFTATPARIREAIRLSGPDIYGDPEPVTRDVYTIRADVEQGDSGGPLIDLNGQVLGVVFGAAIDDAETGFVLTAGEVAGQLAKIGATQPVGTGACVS
# CCHFV vOTU inh = CCHFV vOTU protease inhibitors, primary screen, biochemical, Pep-AMC substrate, fluorescence; Crimean-Congo hemorrhagic fever virus L polyprotein viral ovarian tumor (vOTU) protease …; inhibition, % at 11.5 µM; actives 0.55% (n = 370,000); AID 651958, 2012; further: 0% = vehicle wells with enzyme and 100% = no enzyme wells
# GDH-TPI counter = GDH-TPI coupling enzyme inhibitors, primary screen, artefact control for M. tuberculosis FBA inhibitor project, biochemical, absorbance, full deck. GDH-TPI coupled enzyme counterscreen, NADH absorbance. inhibition, % at 4.8 µM. actives 1.2% (n = 360,000). AID 588335, 2011;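 further: 0% = DMSO wells and 100% = wells lacking the enzyme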
# VHR inh abs = VHR1 phosphatase inhibitors, primary screen, biochemical, absorbance, uHTS. Dual specificity protein phosphatase 3 (Homo sapiens), P51452. recombinant VHR phosphatase, pNPP absorbance. inhibition, % at 13.3 µM. actives 0.52% (n = 290,000). AID 1654, 2009; in the data active means inhibition above about 50%; further: some compounds called inactive have numbers as strong as hits
# Target sequence (P51452 whole entry, looked up): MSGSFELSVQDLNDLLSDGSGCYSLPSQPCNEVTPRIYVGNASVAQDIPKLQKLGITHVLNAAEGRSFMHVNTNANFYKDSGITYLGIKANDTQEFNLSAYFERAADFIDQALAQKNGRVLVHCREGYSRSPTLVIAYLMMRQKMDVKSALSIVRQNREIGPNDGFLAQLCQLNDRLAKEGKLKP
# Mtb FBA inh = Mtb FBA enzyme inhibitors, primary screen, biochemical, fluorescence, strain H37Rv; Fructose-bisphosphate aldolase (Mycobacterium tuberculosis (strain ATCC 25618 / H37Rv)), …; purified M. tuberculosis FBA, fluorescence read-out; inhibition, % at 1 µM; actives 2.3% (n = 360,000); in the data active means inhibition above about 27%;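 further: 0% = vehicle and 100% = reference inhibitor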
# Mtb UGM inh = M. tuberculosis UGM enzyme inhibitors, primary screen, biochemical, fluorescence polarization, single point; UDP-galactopyranose mutase (Mycobacterium tuberculosis (strain ATCC 25618 / H37Rv)), …; purified UGM, fluorescence polarization probe displacement; inhibition, % at 10 µM; actives 0.06% (n = 320,000); in the data active means inhibition above about 10%, passing the limit was not always enough; inconclusive means no clear call, values can overlap the other calls
# Target sequence (P9WIQ1 whole entry, looked up): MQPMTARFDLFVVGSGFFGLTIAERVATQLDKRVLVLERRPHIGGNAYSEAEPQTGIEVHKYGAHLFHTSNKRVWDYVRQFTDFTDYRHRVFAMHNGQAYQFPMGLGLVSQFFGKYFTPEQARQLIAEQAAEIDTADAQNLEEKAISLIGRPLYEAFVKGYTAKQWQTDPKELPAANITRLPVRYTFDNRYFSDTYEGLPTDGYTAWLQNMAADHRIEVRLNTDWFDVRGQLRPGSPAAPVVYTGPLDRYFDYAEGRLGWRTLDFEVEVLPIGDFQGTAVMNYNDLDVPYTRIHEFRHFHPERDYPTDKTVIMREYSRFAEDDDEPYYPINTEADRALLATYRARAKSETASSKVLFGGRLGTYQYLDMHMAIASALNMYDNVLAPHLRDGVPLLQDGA
# Starred values were filed as active, the others as inactive; ? = inconclusive; · = no result given; & = joins results of further samples. Unless noted, no stated cut-off is given here; in the data, active means inhibition above about 30%; inactive means the rest. No enrichment for hits (roughly 4.9% active in at least one column).
SMILES,MazF activator,BoNT F protease,FadD28 binding,Rv3671c protease,VHR inh abs,Mtb FBA inh,BioA inh,GDH-TPI counter,Mtb UGM inh,CCHFV vOTU inh
CCCCC1CC(C)(C(=O)CSc2nc3ccccc3s2)OC1=O (configuration not stated),-9,17,-3.4,1,-2,0,-4.0,4,1.7,6
O=c1ccc2c(o1)/C(=C/C=C(Cl)Cl)CCC2,-2,-6,-1.1,-1,5,7,1.5,6,-0.4,4
O=c1[nH]c(=O)n(Cc2ccccc2)c(O)c1C=NCCCn1ccnc1,-16,-6,-1.3,-3,2,-2,-0.4,1,-1.4,3
COc1cc(/C=C/C(=O)c2ccccc2O)cc(OC)c1OC,-12,2,-2.4,2,21,2,0.8,5,1.2,2
O=C1NCCOC(=O)[C@H](Cc2ccc(F)cc2)CC/C=C/C[C@@H]1CC(=O)N(CCO)Cc1ccccc1,2,0,-0.1,2,·,1,-0.2,1,-3.3,2
Cc1nn(C)c(C)c1C1C(C#N)=C(N)OC2=C1C(=O)CC(C)(C)C2 (configuration not stated),1,-10,-1.5,-3,4,5,-0.6,10,-1.2,3
O=C(CCC(=O)OCc1ccc(Cl)cc1)Nc1cccc([N+](=O)[O-])c1,-5,-1,-1.1,-6,13,0,·,4,0.8,9
Cc1nc(SCC(=O)c2ccc(F)cc2)c([N+](=O)[O-])[nH]1,6,-2,-0.8,-2,38,-4,-0.8,9,-0.2,-6
COC1(c2cc(-c3ccccc3)nc(N)n2)CCCCC1,1,-1,0.2,2,11,14,-0.7,20,0.1,6
O=C(/C=C/c1c(F)cccc1Cl)Nc1ncccn1,3,-7,-3.1,-4,-10,2,·,10,-3.4,-2
COc1ccc(OCC(=O)N2CCN(c3nnc(-c4ccc(C)cc4)c4ccccc34)CC2)cc1,-17,?,-3.9,-1,19,-2,6.4,4,1.8,-4
COc1ccc(-c2ccc(CN3C(C)C(=O)N(Cc4cn(CCC5OCCCO5)nn4)CCS3(=O)=O)cc2)cc1 (configuration not stated),0,-3,-5.7,·,·,-4,-2.7,-10,·,3
CCOC(=O)C1=C(CCl)NC(=O)NC1c1ccc2c(c1)OCO2 (configuration not stated),9,·,-0.7,-1,-4,1,0.3,8,-2.2,-6
Cc1cc(C)nc(-n2ncc(C#N)c2N)n1,5,-9,0.4,-6,17,-2,·,-3,1.3,-3
O=C(O)CCC(=O)Nc1ccc(Oc2ncnc3cc(Cl)ccc23)nc1,10,40*,-5.2,1,31,4,-0.5,-14,-0.7,-3
NNC(=O)c1ccccc1-n1cccc1,0,4,-2.9,-10,7,0,-0.8,4,1.2,0
COC(=O)C1=NN(C(C)(C)CC(C)=O)C2C(=O)N(C3CCCCC3)C(=O)C12 (configuration not stated),3,-5,-1.6,-3,23,10,·,-5,2.3,-7
COc1ccc(NC(=O)CCS(=O)(=O)c2cc3c(cc2Cl)NC(=O)CO3)cc1OC,-32,-7,-1.6,5,10,7,-2.3,4,-2.3,-1
CCCCC(CC)C(=O)Nc1ccccc1C(=O)NC(C)C (configuration not stated),-4,0,-0.2,1,7,1,1.0,5,-0.2,-4
C/C(=N\NC(=O)c1ccc(F)cc1)c1ccc(N2CCOCC2)cc1,10,3,0.8,-8,14,2,·,18,0.9,12
O=C(NC1CC1)C1=COCCO1,6,-8,-1.5,6,17,0,-1.8,15,-0.5,-3
CC(C)c1nnc(NC(=O)CCC(=O)Nc2ccc(Cl)cc2)s1,-15,2,-2.2,-12,6,4,·,2,1.9,9
O=C(c1ccc(NC(=O)C2(c3ccccc3)CCCC2)cc1)N1CCOCC1,7,-4,-4.1,3,14,2,-0.3,10,0.1,-4
CC(C)OC(=O)NCCOC(=O)Nc1cccc(Cl)c1,-8,4,-4.1,-8,21,1,-2.1,-6,0.3,-5
O=C(NC1=NCCS1)[C@H](Cc1ccccc1)N1C(=O)c2ccccc2C1=O,4,-14,-1.9,-5,35,3,0.3,-8,-0.5,-11
O=C(CSc1n[nH]c(-c2ccccc2)n1)Nc1ncc(Br)cc1Br,6,-3,-2.3,5,26,-1,3.6,-3,0.7,2
CC1(C(=O)NS(=O)(=O)c2ccccc2Cl)CCN1C(=O)CC(c1ccccc1)c1ccccc1 (configuration not stated),·,-2,-0.1,·,·,0,-0.4,6,·,0
Cc1noc(C)c1C(=O)N1CCC1(C)C(=O)NS(=O)(=O)c1ccc(C#N)cc1 (configuration not stated),·,2,-1.5,·,·,1,0.5,3,·,-6
COc1ccccc1Nc1nc2nonc2nc1N1CCCCC1C (configuration not stated),-1,-1,-1.2,-7,1,0,·,14,0.8,6
CCOc1cc(NCCN2CCOCC2)c([N+](=O)[O-])cc1OCC,7,10,-0.6,3,21,-9,1.7,10,-3.1,14

# Reformatted: 4 of the compounds above.
O=C(CSc1n[nH]c(-c2ccccc2)n1)Nc1ncc(Br)cc1Br
  MazF activator = 6
  BoNT F protease = -3
  FadD28 binding = -2.3
  Rv3671c protease = 5
  VHR inh abs = 26
  Mtb FBA inh = -1
  BioA inh = 3.6
  GDH-TPI counter = -3
  Mtb UGM inh = 0.7
  CCHFV vOTU inh = 2
Cc1nc(SCC(=O)c2ccc(F)cc2)c([N+](=O)[O-])[nH]1
  MazF activator = 6
  BoNT F protease = -2
  FadD28 binding = -0.8
  Rv3671c protease = -2
  VHR inh abs = 38
  Mtb FBA inh = -4
  BioA inh = -0.8
  GDH-TPI counter = 9
  Mtb UGM inh = -0.2
  CCHFV vOTU inh = -6
COc1ccc(-c2ccc(CN3C(C)C(=O)N(Cc4cn(CCC5OCCCO5)nn4)CCS3(=O)=O)cc2)cc1 (configuration not stated)
  MazF activator = 0
  BoNT F protease = -3
  FadD28 binding = -5.7
  Rv3671c protease = ·
  VHR inh abs = ·
  Mtb FBA inh = -4
  BioA inh = -2.7
  GDH-TPI counter = -10
  Mtb UGM inh = ·
  CCHFV vOTU inh = 3
CC(C)c1nnc(NC(=O)CCC(=O)Nc2ccc(Cl)cc2)s1
  MazF activator = -15
  BoNT F protease = 2
  FadD28 binding = -2.2
  Rv3671c protease = -12
  VHR inh abs = 6
  Mtb FBA inh = 4
  BioA inh = ·
  GDH-TPI counter = 2
  Mtb UGM inh = 1.9
  CCHFV vOTU inh = 9

# Other records follow.
SMILES,MazF activator,BoNT F protease,FadD28 binding,Rv3671c protease,VHR inh abs,Mtb FBA inh,BioA inh,GDH-TPI counter,Mtb UGM inh,CCHFV vOTU inh
O=S(=O)([N-]c1nc2ccccc2nc1-[n+]1ccc(CCCc2ccccc2)cc1)c1cccs1,-36,?,-2.0,-6,26,0,-0.3,30,2.2,7
O=C1CN(C(=O)COC(=O)/C=C/c2ccc(S(=O)(=O)N3CCOCC3)cc2)c2ccccc2N1,-4,-1,-0.4,-11,32,0,·,0,1.2,6
COc1cccc(COC(=O)c2cc(S(=O)(=O)N3CCOCC3)ccc2Cl)c1OC,3,-3,-0.7,·,·,3,-2.0,6,·,1
CCOc1cc2c(cc1OCC)-n1cccc1C(c1ccccc1F)NC2 (configuration not stated),8,-23,·,-5,-7,-2,-0.8,-5,2.9,-5
CCOC(=O)N1CCN(C(=O)COC(=O)CNC(=O)c2ccc(Cl)cc2Cl)CC1,1,3,-2.9,5,·,-2,-0.6,4,1.4,-7
CCc1ccc(OCC(=O)NN2Cc3ccccc3C2=N)cc1,-1,-2,1.1,1,14,-2,·,1,-0.5,-3
Cc1ccc2cc(CN(Cc3ccco3)C(=O)c3ccco3)c3nnnn3c2c1,-13,-5,-3.4,0,12,-1,13,4,1.9,3
CCn1ccnc1CN(C)C(=O)C1CCC(=O)N(CCc2cccc(F)c2)C1 (configuration not stated),9,·,-0.3,2,22,0,-0.8,3,1.5,6
O=C(O)CC1=C(O)C(=O)N(c2ccccc2)C1c1ccc(Br)cc1 (configuration not stated),-4,-14,-0.6,1,12,-5,1.0,-7,3.3,5
Cc1ccc(C)c(S(=O)(=O)Nc2ccc(C(=O)NCCCN(C)C)cc2)c1,4,-8,-0.7,·,·,-2,0.3,5,·,-6
CC1(C(=O)NS(=O)(=O)c2cccc(F)c2)CCN1C(=O)c1cccc2ccccc12 (configuration not stated),·,-1,-2.0,·,·,2,7.2,9,·,-1
OC(c1cccc(Cl)c1)c1nc(-c2ccc3c(c2)OCO3)cs1 (configuration not stated),·,5,-3.1,·,·,4,0.4,13,·,9
O=C(NC(=S)Nc1cccc(Cl)c1N1CCOCC1)c1cccs1,1,-3,-2.3,-3,2,-3,·,-8,-0.5,10
O=C(NCC1CCCO1)c1sc(=S)n2c1[nH]c(=O)c1ccc(C(=O)N3CCCCC3)cc12 (configuration not stated),-5,-2,10.0*,-2,25,-2,1.9,15,-4.5,18
Cc1cc(=O)oc2cc(OCc3nnc(-c4ccccc4Br)o3)ccc12,12,11,-0.6,-11,3,27,-1.6,17,0.1,-3
Nc1nccnc1C(=O)OCC(=O)NCCc1ccc(S(N)(=O)=O)cc1,-31,·,1.1,-4,·,88*,-3.4,10,-0.2,-71
O=C(O)c1ccccc1S(=O)CCO (configuration not stated),-3,2,-0.7,11,24,0,-1.4,-3,-0.3,2
Cc1cc(SCC(=O)N(C)c2c(N)n(Cc3ccccc3)c(=O)[nH]c2=O)nc2ccccc12,7,-3,0.7,0,22,3,·,10,2.1,3
O=C(Nc1ccc(Cl)cc1)Nc1ccc2c(c1)N1CCN=C1S2,3,-37,-3.6,7,9,-4,6.6,-3,-0.6,2
COc1cccc(-n2c(CNc3ccc(F)cc3)nnc2SCC(N)=O)c1,4,4,0.2,-7,-2,17,-5.3,1,-0.7,-19
Cc1nc2ccccc2c(=O)n1NC(=O)c1ccc(Cl)c([N+](=O)[O-])c1,5,-11,·,9,·,-3,1.3,-8,2.8,8
CCc1ccc2nc(SCC(=O)N(CC)CC)c(C#N)cc2c1,3,0,-0.5,-1,-2,0,-1.0,9,-0.3,8
CCc1cc2c(COC(=O)c3cccc(NS(C)(=O)=O)c3)cc(=O)oc2cc1O,9,-17,-8.1,-38,-3,16,-0.6,8,-2.9,-12
CCC(=O)c1ccc2ncccc2c1,-1,-3,-2.7,-7,-7,-1,·,2,-0.1,15
Cc1ccc(N=CC=C2OC(C)(C)C(C)(C)O2)cc1,1,-20,-0.3,2,-7,3,-3.7,10,-0.9,14
Cc1ccc(S(=O)(=O)N(C)C[C@@H]2OCc3cnnn3CCCC(=O)N([C@H](C)CO)C[C@H]2C)cc1,-14,5,-1.5,·,·,0,0.3&-0.8&-2.0,6,·,-1
CCCCC(=O)N(C)c1c(CC)nc2c(OCc3cccc(Cl)c3)cccn12,·,-3,-6.8,·,·,-2,-0.9,4,·,18
COc1ccc(S(=O)(=O)n2nc(OC(=O)c3ccncc3)cc2N)cc1,2,-9,0.3,0,18,5,-0.8,3,-2.1,5
CC1=C(C(=O)N2CCC3(CC2)OCCO3)C2(CCC(C)CC2)OC1=O (configuration not stated),-7,1,-0.9,0,5,0,-2.9,5,0.7,-7
Cc1cnc(C(=O)OCC(=O)Nc2ccc(C)c(S(=O)(=O)N3CCCCCC3)c2)cn1,7,-8,-6.1,-13,14,-3,0.2,1,-0.8,-7
COc1ccc(C(=O)Nc2cccc3nc(C)ccc23)c(OC)c1,1,-19,-4.4,-12,5,1,1.3,1,1.2,-14
CCS(=O)(=O)N1Cc2ccccc2CC1C(=O)Nc1ccc(F)cc1 (configuration not stated),10,2,-1.2,7,-15,0,·,0,0.7,-2
O=C(CN1C(=O)CSC1=O)Nc1ccccc1N1CCOCC1,2,-4,0.5,-4,10,5,1.7,0,-0.7,-4
